zVAD death inh: blocks zVAD induced death of L929 cells. L929 zVAD necroptosis rescue, ATP luminescence, 24 h; with zVAD 60 µM. 220,000 compounds, 0.38% hits. viability rescue, % at 10 µM. AID 1377;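 active = activation, scaled between plate controls, above about 75%, limit read from the data; inactive = activation under that limit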;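 also: 0% = zVAD with DMSO and 100% = DMSO alone without zVAD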
RBBP9 inhibitor: blocks human serine hydrolase RBBP9; AID 1515; inhibition, % at 7.94 µM; O75884; recombinant RBBP9, FP-Rh probe fluorescence polarization; 220,000 compounds, 0.2% hits;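 active = inhibition above the campaign mean of all tested compounds plus 3 SD, cut at about 14% in these data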;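 also: plate controls were DMSO wells with RBBP9 for no effect and wells lacking RBBP9 protein for full effect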
Target sequence (O75884 whole entry, looked up): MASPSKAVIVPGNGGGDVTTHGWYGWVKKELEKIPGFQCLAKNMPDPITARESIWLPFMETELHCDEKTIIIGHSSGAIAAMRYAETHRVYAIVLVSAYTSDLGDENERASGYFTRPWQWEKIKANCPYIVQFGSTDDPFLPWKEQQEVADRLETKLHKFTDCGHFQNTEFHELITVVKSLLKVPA
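Test system: recombinant human RBBP9; Timing: 30 min then 45 min, 25 °C; Detection: fluorescence polarization; Control set: RBBP9 with DMSO as uninhibited control, no-protein wells as full inhibition; Compound dosing: one concentration, 7.94 µM nominal, 0.794% DMSO; Probe or stimulus: FP-Rh activity-based probe, 375 nM before mixing.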
Runt-SMMHC FRET: Runt domain-CBFb-SMMHC interaction inhibition. AID 1434. Cerulean-Runt/Venus-CBFb-SMMHC FRET ratio 530/480, 1 h. 220,000 compounds, 0.74% hits. inhibition, % at 20 µM. Q01196+Q13951;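 active = mean inhibition across duplicate retests at 20 µM reaching about 50%, limit read from the data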;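 also: 0% = DMSO wells and 100% = wells with excess untagged CBFb-SMMHC; inhibitors lower the FRET ratio by blocking Runt binding to CBFb-SMMHC; some results filed as inactive read as strong as hits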
Target sequence (Q01196 whole entry, looked up, the tested form may be a part): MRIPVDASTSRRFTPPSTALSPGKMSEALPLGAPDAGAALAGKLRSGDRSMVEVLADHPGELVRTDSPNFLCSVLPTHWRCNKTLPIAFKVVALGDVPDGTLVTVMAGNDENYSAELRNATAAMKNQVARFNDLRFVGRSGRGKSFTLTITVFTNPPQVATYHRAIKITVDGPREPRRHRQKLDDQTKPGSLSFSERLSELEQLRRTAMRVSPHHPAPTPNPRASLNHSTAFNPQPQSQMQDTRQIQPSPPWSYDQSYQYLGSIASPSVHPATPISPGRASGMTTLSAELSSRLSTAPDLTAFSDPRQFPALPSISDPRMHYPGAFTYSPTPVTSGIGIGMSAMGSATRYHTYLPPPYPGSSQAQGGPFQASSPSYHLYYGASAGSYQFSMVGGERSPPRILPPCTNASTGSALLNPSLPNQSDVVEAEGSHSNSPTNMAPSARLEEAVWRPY
Target sequence (Q13951 whole entry, looked up, the tested form may be a part): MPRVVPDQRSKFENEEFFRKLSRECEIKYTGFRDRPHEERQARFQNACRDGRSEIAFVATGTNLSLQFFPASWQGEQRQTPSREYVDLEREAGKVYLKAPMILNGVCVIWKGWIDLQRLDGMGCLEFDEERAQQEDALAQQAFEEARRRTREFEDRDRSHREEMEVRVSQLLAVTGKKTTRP
PGE2 EP2 inh: blocks the human prostaglandin E2 receptor EP2 | P43116 | C6 glioma cells expressing human EP2, cAMP TR-FRET; cells stimulated with saturating PGE2 | inhibition, % at 25 µM | 260,000 compounds, 0.52% hits | AID 1422;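 active = percent inhibition above 40 after rounding to a whole number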;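 also: rat C6 glioma host cells with rolipram phosphodiesterase inhibitor present; the protocol text gives 20 µM as final concentration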
PERK inh: blocks human PERK kinase. Q9NZJ5. CHO PERK-DD fusion, SEAP luminescence translation reporter. 220,000 compounds, 0.17% hits. inhibition, % at 5.6 µM;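 active = inhibition above the mean inhibition of all tested compounds plus 3 SD, set separately per screening campaign, cut at about 2.9% in these data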;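 also: PERK kinase domain activated by AP20187 dimerizer at 100 nM; 0% = DMSO with dimerizer and 100% = rapamycin at 8.4 µM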
TNF death inh: inhibitors of TNF-alpha induced necroptosis in Jurkat FADD-/- cells. Jurkat FADD-/- TNF necroptosis rescue, ATP luminescence, 24 h; 0 = TNF only, 100 = no-TNF cells. activation (protection from cell death), % at 10 µM. AID 463075. 220,000 compounds, 0.068% hits;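 active = activation, meaning protection from cell death, of at least 50% relative to plate controls; inactive = activation below 50%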;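 also: necroptosis triggered by 40 ng/mL TNF-alpha added together with compound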
EP2 mod: modulators of human EP2 prostaglandin E2 receptor | P43116 | EP2-expressing cells, cAMP HTRF FRET, PGE2 co-stimulation | induction, % at 25 µM | 260,000 compounds, 0.83% hits | AID 940;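 active = compounds whose cAMP rise, as percent of the full-agonist control response, exceeds 60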;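 also: rat C6 glioma line stably carrying human EP2 under a CMV promoter; the protocol text gives 20 µM as final concentration; 100% = response of wells given 1 µM PGE2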
Runt-CBFb FRET: inhibitors of human RUNX1 Runt domain binding to CBFb. Q01196+Q13951. 220,000 compounds, 0.46% hits. inhibition, % at 20 µM. Cerulean-Runt/Venus-CBFb FRET ratio 530/480, 1 h;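 active = inhibition over about 50% at 20 µM in the single-dose screen, limit read from the data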;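 also: 0% = DMSO wells and 100% = excess unlabeled CBFb competitor control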
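Assay system: Cerulean-Runt domain fusion protein, energy donor; Signal: fluorescence energy transfer, 422 nm excitation, 530/480 nm emission; Timing: 1 h compound exposure, room temperature; Control set: unlabeled CBFb; Medium: Tris buffer pH 7.5 with salts and BSA; Compound: single test concentration of 20 µM, 1% DMSO final; Probe or stimulus: Venus-CBFb 100 nM.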
Hck Nef HTS: human Hck-Nef kinase inhibition. P08631. Recombinant Hck-YEEI plus Nef, Z-Lyte FRET kinase assay. inhibition, % at 20 µM. 220,000 compounds, 0.68% hits. AID 463187;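 active = Hck-Nef kinase inhibition above about 50%, limit read from the data; inactive = inhibition below that limit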;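 also: 0% = DMSO with Hck plus Nef and 100% = Hck alone without Nef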
Starred values were filed as active, the others as inactive; · = no result given; & = joins results of further samples.

SMILES	zVAD death inh	RBBP9 inhibitor	Runt-SMMHC FRET	PGE2 EP2 inh	PERK inh	TNF death inh	EP2 mod	Runt-CBFb FRET	Hck Nef HTS
CCOC(=O)C1=C(C)N(C)C(=S)NC1c1ccc(Cl)cc1 (stereo unspecified)	0.9	-4.6	-3.6	3.9	0.4	-1.9	16.6	-0.9	-0.1
COC(=O)c1[nH]c2cc(OC)ccc2c1NC(=O)CCN1CCCC(C)(C)C1	0.6	0.4	3.2	5.7	-1.0	-1.8	2.5	-1.9	1.6
O=C(Nc1cccnc1)C1CCCN(S(=O)(=O)c2cccc3nsnc23)C1 (stereo unspecified)	4.2	-7.0	0.6	13.8	-0.6	-2.6	-15.8	0.7	11.5
COCC(=O)Nc1ccccc1C#N	-1.2	2.7	-3.5	·	0.4	-1.3	26.6	2.4	-18.2
O=C(N/N=C/c1ccc(OC(F)F)cc1OC(F)F)c1ccc(Br)cc1	-0.1	-5.3	0.5	4.7	1.5	2.3	-16.5	-0.2	2.0
COc1ccc2c(CC(=O)N3CCc4ccccc43)coc2c1	-0.2	0.1	-2.2	5.4	-0.6	1.0	-17.7	2.1	0.5
Cc1ccc(N2C(=O)C(CN(C)C)C2c2ccccc2)cc1 (stereo unspecified)	-0.2	-6.2	8.3	10.5	0.2	-1.5	18.6	-0.1	-0.6
CCn1c(=O)cc(OCC(=O)N2CCN(c3cccc(C(F)(F)F)c3)CC2)c2ccccc21	0.4	-2.4	-5.8	2.2	0.0	-2.7	-36.2	-5.1	0.1
COc1ccc(N2C(=O)CC(c3cc(OC)c(OC)c(OC)c3)CC2=O)cc1	0.3	-11.3	-1.1	11.7	-0.3	-4.9	34.5	1.1	20.3
CC(C)(C)c1ccc(C(=O)CCCSC2=C(C#N)C(c3ccco3)C3=C(CCCC3=O)N2)cc1 (stereo unspecified)	0.5	-10.7	-0.9	15.2	-1.2	1.6	-3.2	-0.9	0.3
Cc1cccc2sc(NC(=O)c3ccc(Cl)s3)nc12	1.6	-5.0	1.5	13.0	0.5	0.7	-1.7	1.8	0.9
Cc1ccccc1NC(=O)c1c([N+](=O)[O-])c(C(C)(C)C)nn1C	-0.1	-1.0	5.9	7.2	-0.1	1.0	22.5	-0.8	5.6
O=C(CCCCCn1c(=S)[nH]c2ccc(N3CCOCC3)cc2c1=O)NCc1cccc(Cl)c1	-1.5	-7.6	-7.8	1.5	0.6	0.6	-5.9	-9.0	4.4
COc1ccc(C2CC(c3cccs3)=NN2c2ccc(F)cc2)cc1OC (stereo unspecified)	0.1	11.0	86.5	2.1	0.4	1.7	13.2	33.9	-5.7
CN(C)c1ccc(/C=N/NC(=O)COc2ccccc2)cc1	1.8	1.5	6.5	2.8	0.5	-0.3	-34.1	2.5	22.0
CCOCC(=O)Nc1nc2ccc(OCC)cc2s1	7.7	11.6	0.2	7.7	-0.1	11.2	6.7	0.8	2.0
COC(=O)CSc1nc(N)c(NC(=O)c2ccc(OC)c(OC)c2)c(=O)[nH]1	1.7	-5.3	15.6	8.9	0.3	0.3	8.1	0.6	4.2
O=C(NC1CCCCC1)N1CCN(Cc2ccco2)CC1	-1.2	-2.5	4.0	3.4	0.4	0.8	22.5	-1.2	2.6
O=C(N/N=C/c1cccnc1)C1CC1(c1ccccc1)c1ccccc1 (stereo unspecified)	-0.3	0.4	-3.0	8.9	0.1	0.4	-2.8	·	1.8
COc1ccccc1CNC(=O)C1CCN(S(=O)(=O)c2c(C)noc2C)CC1	-0.8	-0.4	-1.5	16.2	-1.1	1.7	15.5	-1.5	-24.6
Cc1c(/C=N/NC(=O)c2ccc3c(c2)OCO3)cnn1C	0.2	-4.0	1.8	8.3	-0.7	-6.7	1.9	1.1	-0.2
CN(NC1OC(=O)c2ccccc21)c1ncc(C(F)(F)F)cc1Cl (stereo unspecified)	1.2	-6.9	2.1	8.3	0.9	0.5	-9.1	0.4	6.1
CCc1nnc(NC(=O)CSc2nc(-c3ccc(F)cc3)cc(-c3ccccc3)c2C#N)s1	3.3	6.3	1.9	11.2	0.5	4.6	34.7	6.2	7.1
Cn1cnnc1SCC(=O)Nc1nc(-c2ccccc2)cs1	-0.6	3.6	0.5	12.6	1.1	0.5	-24.9	-1.6	22.8
CC(C)NC(=O)c1nn(C)c2ccccc12	1.0	1.3	1.6	9.5	0.3	0.4	15.7	-0.9	1.6

Copied from above, two compounds:
SMILES	zVAD death inh	RBBP9 inhibitor	Runt-SMMHC FRET	PGE2 EP2 inh	PERK inh	TNF death inh	EP2 mod	Runt-CBFb FRET	Hck Nef HTS
Cn1cnnc1SCC(=O)Nc1nc(-c2ccccc2)cs1	-0.6	3.6	0.5	12.6	1.1	0.5	-24.9	-1.6	22.8
CC(C)NC(=O)c1nn(C)c2ccccc12	1.0	1.3	1.6	9.5	0.3	0.4	15.7	-0.9	1.6

Next entries:
SMILES	zVAD death inh	RBBP9 inhibitor	Runt-SMMHC FRET	PGE2 EP2 inh	PERK inh	TNF death inh	EP2 mod	Runt-CBFb FRET	Hck Nef HTS
Cc1cc(C)c(S(=O)(=O)N2CCCC(C(=O)NCCC3=CCCCC3)C2)c(C)c1 (stereo unspecified)	0.0	-9.7	-3.5	9.0	0.7	-0.2	29.6	-6.1	-0.6
O=C(c1cc(F)ccc1F)C1CCCN(C(=O)c2ccc(F)cc2Cl)C1 (stereo unspecified)	0.2	-6.3	-0.1	1.6	0.3	-0.1	-6.2	-3.0	1.8
COc1ccc(C(=O)NNC(=O)c2cc(C)[nH]n2)cc1	0.7	-3.2	0.3	5.3	0.2	1.3	-46.3	1.1	23.9
COc1ccc(NC(=O)c2ccc3c(c2)OCO3)cc1Cl	0.5	-7.1	-2.6	18.2&10.8	0.6	-3.9	-4.0&-47.5	-1.4	0.3
Cc1ccccc1NC(=O)NCCCN1CCN(C2CCCCC2)CC1	-0.5	-8.7	-2.1	3.2	-0.8	-0.6	1.7	1.6	-0.1
CC1(C)CC(=O)C2=C(C1)N(Cc1ccco1)C(=O)C2(NC(=O)C1CCCCC1)C(F)(F)F (stereo unspecified)	0.7	1.9	2.7	5.2	-0.2	-2.6	7.6	0.3	6.0
COc1ccccc1NC(=O)Cn1nc(-c2ccncc2)nc1SCC(=O)NC1CCCC1	2.0	-12.3	1.6	11.5	1.8	-1.9	28.9	1.5	15.2
CCOC(=O)Cc1csc(NC(=S)NC(=O)c2cccc([N+](=O)[O-])c2)n1	0.7	-2.4	0.1	2.9	0.8	0.8	14.8	0.4	0.8
CCCCOC(=O)CSc1nc2ccccc2o1	0.1	5.6	-5.5	6.9	1.9	1.0	-7.3	0.0	14.6
CC1(C)Cc2nc(-c3ccccc3)nc(SCC(O)CO)c2CO1 (stereo unspecified)	-0.1	-12.4	16.4	0.4	-0.8	4.1	4.2	0.3	6.1
COc1ccccc1C(=O)n1nc(-c2cccnc2)nc1NCc1ccccc1	76.9*	-3.3	-0.4	2.4	-0.8	0.9	27.2	-5.1	-7.7
NC(=O)c1cc(-c2ccccc2)sc1NC(=O)CN1CCCCC1	42.0	1.2	1.6	16.5	-1.2	1.9	-7.2	0.4	4.1
CC(C)c1onc(C(=O)N(C)Cc2ccccc2)c1[N+](=O)[O-]	-1.0	-5.2	1.3	7.4	0.1	2.6	39.4	-2.2	-37.6
COc1ccc(CCNC(=O)C(=O)NCC2CCNCC2)cc1OC	0.6	-5.7	-2.7	1.4	1.0	0.8	4.7	1.0	4.2
COc1ccccc1/C=C/CN1CCC(CO)(Cc2ccccc2)CC1	0.8	-8.1	·	7.4	-0.5	4.0	-53.3	·	25.0
Cc1ccc(C(=O)Cn2c(C(=O)/C=C/c3ccccc3)nc3ccccc32)cc1	-0.1	-4.2	-9.7	8.5	0.9	-3.4	9.1	-2.5	2.3
O=C(c1ccccc1)N1CCCCC(S(=O)(=O)c2ccccc2)C1=O (stereo unspecified)	0.0	-3.8	-1.1	1.6	1.2	-1.0	27.2	·	0.4
O=C(O)CC1Sc2ccccc2NC1=O (stereo unspecified)	4.2	-5.3	-5.3	10.4	1.4	2.4	-11.1	-0.2	1.1
O=C(c1cc(-c2ccccc2Cl)on1)N1CCN(C(=O)c2ccco2)CC1	0.0	-5.5	2.6	1.3&16.4	0.5	-1.1	-83.0&-8.6	0.9	0.8
CCOc1ccc(NC(=O)C2CC(=O)N(C)C(=Nc3ccc4c(c3)OCO4)S2)cc1 (stereo unspecified)	-0.4	-8.5	-5.5	13.4	-0.8	-3.0	-9.9	-1.7	-0.9
CN(CCO)CCC(=O)NC1(C)CS(=O)(=O)CC1S(=O)(=O)O (stereo unspecified)	-0.6	-0.4	0.0	5.0	2.0	3.4	19.1	0.0	27.4
Cc1cccc(N(C(=O)C(F)(F)F)C(C(=O)NC2CCCCC2)c2cccs2)c1 (stereo unspecified)	0.0	1.3	1.8	-0.9	0.9	-2.2	20.7	-2.5	0.1
Cc1ccc(C(=O)N2CCN(C(=O)c3ccco3)CC2)cc1NC(=O)c1ccco1	0.1	2.7	-8.3	2.3	1.8	-0.5	-17.1	2.2	-9.9
COc1ccc(-c2cc(C(=O)N3CC4(C)CC3CC(C)(C)C4)no2)cc1 (stereo unspecified)	0.2	-3.6	-5.8	4.1	1.7	2.6	-25.4	-3.8	7.5
COc1ccccc1-c1nn(Cc2ccccc2)cc1/C=C/C(=O)O	0.6	-9.4	-0.9	12.1	-1.1	-0.2	19.3	1.7	27.4
Later entries.
SMILES	zVAD death inh	RBBP9 inhibitor	Runt-SMMHC FRET	PGE2 EP2 inh	PERK inh	TNF death inh	EP2 mod	Runt-CBFb FRET	Hck Nef HTS
CCOC(=O)c1cnn(-c2nc(OC)cc(OC)n2)c1C(F)(F)F	0.2	0.8	0.6	6.3	-0.4	1.8	9.6	-3.1	0.2
CCOC(=O)C1=C(C)NC(=O)NC1c1ccc(OCC(=O)N2CCCCC2)cc1 (stereo unspecified)	0.0	-9.3	-0.2	9.0	-0.4	-1.3	17.5	3.3	-0.5
CC1CN(c2c3c(nc4ncnn24)CCCC3)CC(C)O1 (stereo unspecified)	0.1	-5.9	2.7	9.1&16.0	0.3	-1.3	-4.0&-5.2	0.5	-1.5
CC(=O)OC(C(=O)N1CCOCC1)c1c(F)cccc1F (stereo unspecified)	1.5	-5.6	-1.8	1.6	0.2	1.2	15.5	1.2	-1.6
COc1ccc(NC(=O)c2ccc3ccccc3n2)cc1S(=O)(=O)N1CCCCC1	3.6	-6.6	-0.5	9.8	0.7	3.1	-22.3	-0.1	-0.1
NC(=O)CC(NC(=O)OCc1ccccc1)C(=O)O (stereo unspecified)	0.1	-5.1	0.1	6.3	0.7	-1.9	10.8	-1.4	-0.8
O=C(CN(Cc1ccco1)C(=O)CNS(=O)(=O)c1ccccc1)NCc1ccc(F)cc1	-1.1	-3.1	-0.4	16.4	-0.8	-0.6	16.9	-0.2	-1.2

A portion of the library (hit frequency here may not be typical).
